GLS inh – glutaminase GLS (human) inhibition; AID 624170; Potency, µM (series often up to 45.5 µM), inactives show at the highest dose activity change, negative = inhibition, usual class: inhibitors; O94925; GLS enzymatic activity, qHTS titration; 410,000 tested, 0.21% active; note: % is set by controls: 0 for no effect and ±100 for the full control effect
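hKGA in 45 mM KH2PO4 pH 8.2, 0.02% Tween-20 with pin-transferred compounds; 1 mM L-glutamine (stock) plus glutamate oxidase/HRP/Amplex Red coupling added. Fluorescence read initially and after 30 min at RT.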
Pin1 inh – inhibitors of human Pin1. Q13526. Potency, µM (titrated, usually from 115 µM), for the others: top-dose activity, negative = inhibition, hits mostly inhibitors. Pin1 FP peptide displacement, HiFluor488, 10 min. 390,000 tested, 0.009% active; active = well fitted inhibition curve with a large enough effect in the polarisation, with a control signal flat, not every such curve was filed as active; inconclusive = small, poorly fitted or top-dose-only effect, or effect the other way, or a change in a side signal; inactive = no such curve, though single readings can be large or run the other way; the % refers to the polarisation; note: % is set by controls: 0 for no effect and ±100 for the full control effect
BAZ2B inh – BAZ2B (human) inhibition | Q9UIF8 | AlphaScreen BAZ2B-H3K14Ac peptide displacement | Potency, µM (series often up to 114 µM), for inactives: at the top dose activity change, negative = inhibition, most hits filed as inhibitors | 360,000 tested, 4.4% active; note: % is set by controls: 0 for no effect and ±100 for the full control effect; nearly all actives have a fitted effect of over 60% in size
Target sequence (Q9UIF8 whole entry, looked up): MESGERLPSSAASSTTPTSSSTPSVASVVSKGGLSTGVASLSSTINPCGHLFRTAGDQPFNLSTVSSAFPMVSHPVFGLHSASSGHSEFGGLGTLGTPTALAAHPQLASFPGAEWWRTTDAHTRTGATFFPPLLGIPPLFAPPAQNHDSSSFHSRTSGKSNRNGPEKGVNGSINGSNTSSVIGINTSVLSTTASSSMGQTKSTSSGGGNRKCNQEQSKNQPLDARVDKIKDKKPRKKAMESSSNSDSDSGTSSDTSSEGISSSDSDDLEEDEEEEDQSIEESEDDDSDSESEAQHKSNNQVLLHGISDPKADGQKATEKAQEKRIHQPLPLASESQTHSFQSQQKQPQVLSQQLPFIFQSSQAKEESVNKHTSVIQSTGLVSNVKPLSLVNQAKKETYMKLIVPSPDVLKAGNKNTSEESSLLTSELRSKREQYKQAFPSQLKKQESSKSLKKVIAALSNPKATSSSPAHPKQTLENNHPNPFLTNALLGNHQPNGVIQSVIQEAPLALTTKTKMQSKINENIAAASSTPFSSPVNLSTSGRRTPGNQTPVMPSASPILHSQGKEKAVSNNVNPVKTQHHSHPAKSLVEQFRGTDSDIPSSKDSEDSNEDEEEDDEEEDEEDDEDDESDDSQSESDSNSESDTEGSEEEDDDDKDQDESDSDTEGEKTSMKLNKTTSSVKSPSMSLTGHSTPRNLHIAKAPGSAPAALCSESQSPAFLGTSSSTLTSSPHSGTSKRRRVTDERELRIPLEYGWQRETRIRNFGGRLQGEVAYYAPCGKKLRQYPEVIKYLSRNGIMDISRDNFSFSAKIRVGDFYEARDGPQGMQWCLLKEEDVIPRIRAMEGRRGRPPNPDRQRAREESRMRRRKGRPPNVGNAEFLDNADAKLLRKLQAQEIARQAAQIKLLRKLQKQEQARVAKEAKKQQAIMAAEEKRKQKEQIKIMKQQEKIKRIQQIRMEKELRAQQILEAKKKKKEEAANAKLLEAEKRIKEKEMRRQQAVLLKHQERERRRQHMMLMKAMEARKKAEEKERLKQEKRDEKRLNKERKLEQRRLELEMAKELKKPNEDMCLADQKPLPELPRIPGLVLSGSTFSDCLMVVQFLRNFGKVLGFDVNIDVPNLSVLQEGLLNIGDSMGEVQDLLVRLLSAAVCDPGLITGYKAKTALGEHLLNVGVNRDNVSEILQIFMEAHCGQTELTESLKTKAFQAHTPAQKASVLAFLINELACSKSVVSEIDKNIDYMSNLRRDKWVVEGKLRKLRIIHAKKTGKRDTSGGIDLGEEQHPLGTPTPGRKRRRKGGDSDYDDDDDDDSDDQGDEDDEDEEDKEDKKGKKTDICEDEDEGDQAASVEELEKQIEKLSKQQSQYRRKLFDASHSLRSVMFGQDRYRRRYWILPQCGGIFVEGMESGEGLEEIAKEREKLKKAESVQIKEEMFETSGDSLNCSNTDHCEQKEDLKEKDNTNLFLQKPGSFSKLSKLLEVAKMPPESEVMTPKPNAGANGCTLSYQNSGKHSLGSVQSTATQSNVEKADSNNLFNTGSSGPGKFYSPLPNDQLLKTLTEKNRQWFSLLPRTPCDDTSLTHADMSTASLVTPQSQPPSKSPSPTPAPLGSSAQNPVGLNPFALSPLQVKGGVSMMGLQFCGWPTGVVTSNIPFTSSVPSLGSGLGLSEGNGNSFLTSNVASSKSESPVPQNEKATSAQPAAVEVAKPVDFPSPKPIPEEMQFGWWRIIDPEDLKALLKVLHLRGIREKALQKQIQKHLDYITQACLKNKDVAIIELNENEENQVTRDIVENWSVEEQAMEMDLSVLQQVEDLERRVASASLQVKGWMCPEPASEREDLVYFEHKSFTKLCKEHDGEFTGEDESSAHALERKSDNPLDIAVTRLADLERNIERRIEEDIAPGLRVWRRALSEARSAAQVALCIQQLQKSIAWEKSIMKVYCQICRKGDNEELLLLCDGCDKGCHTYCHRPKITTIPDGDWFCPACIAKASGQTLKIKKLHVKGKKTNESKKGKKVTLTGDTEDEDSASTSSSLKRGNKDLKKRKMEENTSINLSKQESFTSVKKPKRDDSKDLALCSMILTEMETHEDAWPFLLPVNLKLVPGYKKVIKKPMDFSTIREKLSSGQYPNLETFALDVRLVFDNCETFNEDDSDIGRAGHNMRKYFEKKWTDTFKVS
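Protein-peptide AlphaScreen: BAZ2B 50 nM, b-H3K14Ac 50 nM, 1x PBS pH 7.4 + 0.01% Tween-20. Preincubation 30 min RT; cpd 30 min RT (top 110 uM); beads 20 min RT, light-protected.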
JMJD2A Tudor – blocks the human JMJD2A Tudor domain. O75164. AlphaScreen JMJD2A-Tudor / H3K4me3 peptide binding. Potency, µM (top dose mostly 114 µM), inactives show at the highest dose activity change, negative = inhibition, usual class: inhibitors. 390,000 tested, 4.4% active; note: % is set by controls: 0 for no effect and ±100 for the full control effect; nearly all actives have a fitted effect of over 50% in size
BLM inh – Bloom syndrome helicase (human) inhibition; Potency, µM (titrated, usually from 56.1 µM), without a hit: at the top dose activity change, negative = inhibition, hits mostly inhibitors; recombinant BLM DNA unwinding, fluorescence dequenching; 350,000 tested, 0.2% active; P54132;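 note: plate controls were vehicle for no effect and no enzyme for full effect; nearly all actives have a fitted effect of over 35% in size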
HP1b binding inh – HP1-beta chromodomain-methylated histone interaction inhibition; P83916; AlphaScreen HP1-beta / biotin-H3K9me3 peptide binding; Potency, µM (titrated, usually from 114 µM), inactives show top-dose activity change, negative = inhibition, actives largely listed as inhibitors; 390,000 tested, 0.56% active; AID 540317; note: nearly all actives have a fitted effect of over 70% in size; inactives centre near 23
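AlphaScreen: HP1-beta (50 nM) preformed 30 min with biotin-H3(1-18)K9me3 peptide (50 nM) in PBS pH 7.4, 0.01% Tween-20. Compound added for 30 min at RT, then streptavidin donor/nickel chelate acceptor beads (10 ug/mL) for 30 min.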
POLI inh – inhibitors of human DNA polymerase iota. Q9UNA4. Potency, µM (top dose mostly 115 µM), without a hit: at the highest dose activity, negative = inhibition, actives largely listed as inhibitors. AID 588590. Pol iota fluorescent replication assay, 10 min. 390,000 tested, 1% active
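Fluorescent replication assay read twice, at 0 min and 10 min after adding 50 nM (final) substrate. Enzyme (10 nM) and compounds were first incubated 15 min at room temperature; enzyme-free buffer wells were negative controls.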
G9a inh – inhibitors of human histone lysine methyltransferase G9a; Q96KQ7; G9a H3K9 monomethylation, AlphaScreen, 2 h; Potency, µM (highest dose often 102 µM), without a hit: at the top dose activity, negative = inhibition, actives largely listed as inhibitors; 350,000 tested, 8.8% active; AID 504332; note: % is set by controls: 0 for no effect and ±100 for the full control effect; nearly all actives have a fitted effect of over 75% in size
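AlphaScreen detection with an anti-monomethyl H3K9 antibody quantified product after a 2 h room-temperature reaction containing 500 nM biotinylated H3K9 peptide, 20 µM SAM and 20 nM enzyme, which had been preincubated 15 min with compound.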
PGK inhibitor – T. brucei PGK inhibition; P07378; PGK/GAPDH coupled, Kinase-Glo luminescence, 60 min; Potency, µM (top dose mostly 57.5 µM), without a hit: at the top dose activity change, negative = inhibition, usual class: inhibitors; 380,000 tested, 0.043% active; AID 602233; note: % is set by controls: 0 for no effect and ±100 for the full control effect; nearly all actives have a fitted effect of over 60% in size
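Luminescent ATP detection (Kinase-Glo Plus) follows a 60-minute room-temperature incubation, with wells lacking PGK as controls. Buffer: 100 mM TEA (pH 7.6), 5 mM MgCl2, 0.01% Tween-20. Coupling enzyme GAPDH (100 nM final) supplies unstable 1,3-BPG in-well.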
Starred values were filed as active, the others as inactive; i = inactive; ? = inconclusive; nt = not tested or not shown; [ ] = remark or other dose. Unless noted, calls come from the whole dose curve; as a rule, active = well fitted curve in the direction sought with a large enough effect; inconclusive = small, poorly fitted or top-dose-only effect, or another doubt; inactive = no such curve, though single readings can be large; an effect the other way counts as inactive or inconclusive. Potency is the fitted concentration of half-maximal effect. Only part of the results is shown; rates above refer to the full screens.

Fields: BLM inh	GLS inh	PGK inhibitor	HP1b binding inh	POLI inh	BAZ2B inh	G9a inh	JMJD2A Tudor	Pin1 inh
CCNc1nc(NCC)n2c(SC(C(=O)Nc3cc(C)ccc3C)c3ccccc3)nnc2n1 (stereo unspecified)
 : 1.7%	5.8%	-1.6%	21.3%	145.1%[activator]	4.6%	24.1%[59 µM]	-8.7%	1.6%
Cc1cc(C)nc(SC2CCCCC2NS(=O)(=O)c2ccc(Cl)cc2)n1 (stereo unspecified)
 : -4.6%	-3.5%	-7.6%	55.1%[activator]	10.6%	9.3%	?	-12.7%	28.7%
O=C(CSc1nnc2ccccn12)Nc1nsc(-c2ccccc2)n1
 : 1.1%	-0.1%	i	28.2%	7.0%	-2.8%	3.4%[59 µM]	-22.6%	-5.2%
CC1CC(C)CN(C(=O)CCCn2c(=S)[nH]c3ccccc3c2=O)C1 (stereo unspecified)
 : -2.1%	?	-1.4%	10.1%	3.0%	4.3%	-10.0%[59 µM]	-16.5%	1.5%
O=C1COc2ccc(C(=O)COC(=O)CCSc3ccc(Cl)cc3)cc2N1
 : -4.6%	6.8%	-2.8%	-0.2%	49.1%[activator]	0.6%	1.8%[59 µM]	-16.6%	1.9%
CC(C)(C)c1ccc(OCCCNCc2ccccc2)cc1
 : 1.8%	0.2%	i	?	5.4%	?	10µM*	3.55µM*	-3.8%
CCOc1ccccc1NC(=O)CN1C(=O)CSC(C)C1=O (stereo unspecified)
 : -1.8%	-3.3%	-3.9%	37.5%	157.3%[activator]	-23.4%	8.1%	-7.0%	0.1%
Cc1ccc(C)c(-c2nnc(NC(=O)Cc3ccc(F)cc3)o2)c1
 : 0.0%	-0.7%	7.8%	21.3%[57 µM]	7.9%	-1.3%	2.8%	-5.9%	0.0%
O=C(N=C1SC2CS(=O)(=O)CC2N1c1ccc(F)c(Cl)c1)C1CCCO1 (stereo unspecified)
 : 0.1%	-2.4%	i	48.1%[activator]	4.3%	-10.3%	-11.3%	5.3%	-8.9%
CC(Sc1cccc[n+]1[O-])C(=O)Nc1cccc(S(=O)(=O)N2CCOCC2)c1 (stereo unspecified)
 : 1.7%	17.8%	6.2%	31.9%	44.0%[activator]	-24.6%	8.91µM*	-13.2%	2.3%
COc1ccc2c(c1)c(C(C)=O)c(C)n2C
 : 2.8%	0.0%	8.6%	23.2%	48.5%[activator]	-20.5%	21.7%	-5.3%	2.9%
Cc1csc2nc(CNS(=O)(=O)c3ccc4c(c3)CCCC4)cn12
 : 0.8%	-1.7%	-9.1%	33.4%	4.6%	2.0%	?	-9.0%	0.1%
COc1ccc(OC)c(-c2nc3ccccc3nc2-c2ccccc2)c1
 : 3.3%	-1.6%	i	124.5%[activator]	49.3%[activator]	27.6%	nt	26.0%	-0.3%
COCCc1nn2c(=O)cc(COC(=O)COc3ccc(F)cc3)nc2s1
 : -0.1%	-2.9%	-7.9%	36.1%	29.9%	-4.0%	29.2%[59 µM]	-8.3%	-6.2%
Cc1nc(CCNC(=O)C2CCC(=O)N(Cc3ccc(Cl)cc3)C2)sc1C (stereo unspecified)
 : -0.5%	1.9%	-9.2%	27.1%	17.8%	6.3%	nt	-3.8%	-1.2%
COc1ccc(C(O)c2nccn2Cc2ccccc2)cc1 (stereo unspecified)
 : -0.2%	5.4%	-3.7%	6.5%	18.8%	?	35.8%[12.7 µM]	-20.9%	-2.0%
COc1ccc(CC(=O)Nc2ccc3c(c2)CCC3)cc1
 : 2.9%	-3.3%	-3.8%	34.3%	7.9%	3.3%	3.1%[59 µM]	-0.7%	3.2%
COCCCNC(=O)C1CC(=O)N(CCc2ccc(F)cc2)C1 (stereo unspecified)
 : -1.5%	-5.8%	-0.3%	36.9%	101.9%[activator]	9.0%	7.6%	-2.7%	5.6%
Cc1ccc(C)c(CN2C(=O)c3ccccc3S(=O)(=O)c3ccc(C(=O)NCCc4ccc(Cl)cc4)cc32)c1
 : -7.9%	-6.2%	nt	40.9%[activator]	127.1%[activator]	-21.5%	-33.7%[59 µM]	-16.5%	15.6%
COC(=O)c1c(C(=O)OC)c2cccc3cc(-c4ccccc4)c4ccc1c4n32
 : -12.6%	-4.4%	4.5%	?	-1.7%	2.51µM*	?	8.91µM*	?
O=C(NCc1cccc(F)c1)C1CCC(=O)N(C2CCCC2)C1 (stereo unspecified)
 : -2.4%	4.9%	-8.3%	28.8%	39.7%[activator]	0.5%	16.5%	-17.2%	1.7%
CC(C)C[C@H]1CNC(=S)N1CC1CCN(CCCCc2ccccc2)CC1
 : nt	-1.3%	2.7%	50.7%[activator]	20.4%	nt	nt	-15.8%	?
O=C(NCc1ccccc1Cl)c1cccc2c1C(=O)c1ccc(-c3ccc(OC(F)(F)F)cc3)cc1S2(=O)=O
 : nt	-3.0%	-2.3%	34.6%	-12.6%	nt	nt	-20.0%	8.5%
COc1ccc(/C=C2\SC(=S)N(CCC(=O)NCCCN3CCOCC3)C2=O)cc1
 : -9.0%	-1.9%	7.1%	1.4%	87.2%[activator]	?	?	?	-9.7%
Cc1cc(N2CCN(Cc3ccc4c(c3)OCO4)CC2)n2ncnc2n1
 : -0.5%	2.7%	0.1%	30.5%	-2.3%[58.9 µM]	-30.0%	-43.6%[12.7 µM]	-11.3%	7.8%
CCCc1nn2c(=O)cc(COC(=O)c3ccc(NC(=O)COc4ccccc4F)cc3)nc2s1
 : -3.7%	7.4%	i	30.4%	9.1%	-3.5%	6.5%[59 µM]	-12.6%	1.6%
CCOC(=O)Cc1nnc(NC(=O)CSc2nnc3c4ccccc4n(C(C)C)c3n2)s1
 : -10.8%	-0.9%	-5.3%	24.3%	?	12.7%	-45.7%[12.7 µM]	-1.1%	18.4%
O=C(Nc1ccc(Br)cc1)c1ccc(Br)c(S(=O)(=O)N2CCCCC2)c1
 : -11.4%	3.3%	-1.1%	6.6%	15.6%	-2.1%	7.8%[59 µM]	-3.7%	1.4%
CC1NC(=S)N(Cc2ccccc2)C1=O (stereo unspecified)
 : -2.3%	-28.0%	0.9%	27.0%	16.0%	1.3%	-1.3%	-3.0%	-3.1%
Cc1ccc2nc(C(=O)N3CCc4c([nH]c5ccccc45)C3c3ccccn3)cn2c1 (stereo unspecified)
 : -7.3%	-6.5%	-7.3%	-21.3%	70.4%[activator]	-1.5%	nt	?	-11.6%
CC(C)(C)NC(=O)C(c1ccncc1)N(Cc1cccs1)C(=O)c1csnn1 (stereo unspecified)
 : -3.7%	-7.6%	2.1%	18.6%	56.3%[activator]	-11.9%	0.6%[12.7 µM]	-1.4%	7.4%
CCOC(=O)C1CCN(C(=O)/C=C/c2cc(OC)c(OC)c(OC)c2)CC1
 : -1.9%	3.2%	-6.7%	41.2%[activator]	17.5%	6.3%	15.1%[59 µM]	3.2%[57.1 µM]	-3.6%
CCOc1cc(S(=O)(=O)n2c(C)nc3ccccc32)ccc1F
 : 1.9%	0.1%	i	30.5%	-13.3%	1.9%	-4.9%[59 µM]	-9.1%	10.2%
CC(C)c1ccc(C(=O)CSc2n[nH]c(-c3ccncc3)n2)cc1
 : -5.9%	?	0.7%	33.5%	10.7%	?	-6.9%	-4.5%	3.8%
CCOC(=O)c1cc(-c2ccc(C)o2)nn1CCC#N
 : -2.4%	6.3%	-0.9%	6.2%	1.0%	-38.7%	12.6µM*	-14.0%	-2.6%
Cc1ccc(CNC(=O)CCc2c(C)nc3c4c(C)cc(C)nc4nn3c2C)cc1
 : 3.4%	-12.4%	-1.6%	43.1%[activator]	-20.8%	-28.1%	11.1%[59 µM]	-9.1%	-7.1%
Clc1ccc2nc(CSCc3ccccc3)cn2c1
 : -0.9%	-5.2%	-5.8%	22.0%	40.3%	-27.3%	-19.5%	-16.1%	0.4%
Cc1cn(CC(=O)NCCc2c[nH]c3ccccc23)c(=O)[nH]c1=O
 : nt	12.2%	i	-26.6%	0.3%	nt	nt	?	-6.9%

An excerpt from above in order of heavy-atom count, falling:
Fields: BLM inh	GLS inh	PGK inhibitor	HP1b binding inh	POLI inh	BAZ2B inh	G9a inh	JMJD2A Tudor	Pin1 inh
CCCc1nn2c(=O)cc(COC(=O)c3ccc(NC(=O)COc4ccccc4F)cc3)nc2s1
 : -3.7%	7.4%	i	30.4%	9.1%	-3.5%	6.5%[59 µM]	-12.6%	1.6%
CCNc1nc(NCC)n2c(SC(C(=O)Nc3cc(C)ccc3C)c3ccccc3)nnc2n1 (stereo unspecified)
 : 1.7%	5.8%	-1.6%	21.3%	145.1%[activator]	4.6%	24.1%[59 µM]	-8.7%	1.6%
CCOC(=O)Cc1nnc(NC(=O)CSc2nnc3c4ccccc4n(C(C)C)c3n2)s1
 : -10.8%	-0.9%	-5.3%	24.3%	?	12.7%	-45.7%[12.7 µM]	-1.1%	18.4%
COc1ccc(/C=C2\SC(=S)N(CCC(=O)NCCCN3CCOCC3)C2=O)cc1
 : -9.0%	-1.9%	7.1%	1.4%	87.2%[activator]	?	?	?	-9.7%
CC(Sc1cccc[n+]1[O-])C(=O)Nc1cccc(S(=O)(=O)N2CCOCC2)c1 (stereo unspecified)
 : 1.7%	17.8%	6.2%	31.9%	44.0%[activator]	-24.6%	8.91µM*	-13.2%	2.3%
CCOC(=O)C1CCN(C(=O)/C=C/c2cc(OC)c(OC)c(OC)c2)CC1
 : -1.9%	3.2%	-6.7%	41.2%[activator]	17.5%	6.3%	15.1%[59 µM]	3.2%[57.1 µM]	-3.6%
O=C(NCc1cccc(F)c1)C1CCC(=O)N(C2CCCC2)C1 (stereo unspecified)
 : -2.4%	4.9%	-8.3%	28.8%	39.7%[activator]	0.5%	16.5%	-17.2%	1.7%
COc1ccc(CC(=O)Nc2ccc3c(c2)CCC3)cc1
 : 2.9%	-3.3%	-3.8%	34.3%	7.9%	3.3%	3.1%[59 µM]	-0.7%	3.2%

Source: PubChem
